PMI act satM6P: increases human PMI activity with near-saturating mannose 6-phosphate | P34949 | coupled PMI enzyme assay, resazurin fluorescence, 20 min; stronger effect = higher value; 1 = untreated enzyme, 0 = substrate-free blank | activation factor at 20 µM | 190,000 compounds, 0.34% hits | AID 1216;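 active = activation factor of 2 or more at 20 µM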
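Test system: Human PMI in coupled enzyme assay | Input: 15 ng/mL PMI | Medium: HEPES-buffered pH 7.4 with magnesium and detergent | Compound: One concentration, 20 µM, in 1% DMSO | Incubation: Enzyme reaction with compound 20 min at room temperature | Detection: Diaphorase-driven resazurin-to-resorufin fluorescence, excitation 544, emission 590 nm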
TNAP inh hi DEA: inhibitors of human TNAP at high phosphate acceptor concentration | purified TNAP, CDP-star luminescence, 1 M DEA | inhibition, % at 20 µM | 200,000 compounds, 0.03% hits | AID 1135;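 active = over 50% inhibition of tissue-nonspecific alkaline phosphatase at 20 µM in the single-dose screen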;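 note: plate controls were DMSO wells for no effect and EDTA-quenched wells as full inhibition for full effect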
Target sequence (P05186 whole entry, looked up): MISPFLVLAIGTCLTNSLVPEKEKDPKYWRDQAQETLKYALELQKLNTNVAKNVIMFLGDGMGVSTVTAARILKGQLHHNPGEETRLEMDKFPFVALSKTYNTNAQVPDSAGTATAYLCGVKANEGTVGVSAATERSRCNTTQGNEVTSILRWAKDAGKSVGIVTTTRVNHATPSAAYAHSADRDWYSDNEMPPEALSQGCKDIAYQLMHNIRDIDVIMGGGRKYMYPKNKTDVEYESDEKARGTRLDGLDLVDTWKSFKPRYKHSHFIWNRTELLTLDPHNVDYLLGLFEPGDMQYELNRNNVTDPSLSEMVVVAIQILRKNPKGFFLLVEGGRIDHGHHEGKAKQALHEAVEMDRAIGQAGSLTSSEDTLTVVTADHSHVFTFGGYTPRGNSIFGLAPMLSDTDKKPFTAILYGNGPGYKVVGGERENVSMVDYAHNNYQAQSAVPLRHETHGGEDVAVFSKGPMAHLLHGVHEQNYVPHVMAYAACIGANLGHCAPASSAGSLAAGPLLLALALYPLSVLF
Diaphorase inh: counter-screen for diaphorase-based assays: diaphorase inhibitors and chemical oxidizers; inhibition, % at 20 µM; 190,000 compounds, 0.69% hits; diaphorase resazurin-to-resorufin fluorescence, NADH, 16 min; bacterial (C. kluyveri) enzyme, not human; AID 1217;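 active = primary screen inhibition at 20 µM above a set limit, cut at about 50% in these data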;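 note: plate controls were DMSO with full reaction for no effect and wells lacking NADH for full effect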
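Assay system – diaphorase enzyme from Clostridium kluyveri · Amount – diaphorase 0.14 U/mL (working solution) · Times – reaction incubation of 16 min at room temperature · Controls – No-NADH positive control and DMSO neutral control · Signal – resorufin fluorescence 544/590 nm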
PMI activator: increases human mannose-6-phosphate isomerase activity. 190,000 compounds, 0.005% hits. P34949. purified human PMI, coupled resazurin fluorescence, 20 min; stronger effect = higher value; 1 = vehicle control, 0 substrate-free wells. activation factor at 20 µM. AID 1214;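 active = activation factor of 2 or more at 20 µM, relative to plate controls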
TNAP act hiacc: increases human TNAP activity under high phosphate acceptor concentration; P05186; purified TNAP, CDP-star luminescence, 1 M DEA, 30 min; stronger effect = higher value; 0 = EDTA background, 1 = DMSO-only activity; activation factor at 20 µM; 200,000 tested, under 10 active; AID 1136;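 active = activation factor at least 2 at 20 µM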
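system = human TNAP | amount = enzyme diluted 1/800 final | reagent = 100 µM CDP-star substrate | signal = luminescent substrate turnover signal | dosing = one dose, 20 µM | benchmarks = EDTA negative control, DMSO positive control | measure = activation factor | timing = 30 min reaction, room temperature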
Efa HMGR inh: blocks class II HMG-CoA reductase of Enterococcus faecalis. purified E. faecalis HMGR, NADPH absorbance 340 nm kinetic. inhibition, % at 10 µM. 190,000 compounds, 0.41% hits;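 active = inhibition above a set limit, the median over all tested compounds plus 3 SD, cut at about 9.5% in these data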;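 note: enzyme runs in reverse so mevalonate oxidation gives rising NADPH absorbance; 0% = complete reaction with DMSO and 100% = background rate lacking mevalonate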
Diaph act CS: counter-screen for diaphorase-based assays: diaphorase activators and chemical reducers | Diaphorase/resazurin coupled assay, resorufin fluorescence, 16 min; stronger effect = higher value; 1 = vehicle wells, 0 = NADH-free wells | activation factor at 20 µM | 190,000 compounds, 0.005% hits | AID 1229;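 active = diaphorase activity raised at least twofold by the compound at 20 µM; inactive = activation factor below 2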
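Assay system: Purified diaphorase enzyme from Clostridium kluyveri | Amount: Enzyme 0.07 U/mL final | Dosing: Compound 20 µM once, DMSO 1% | Timing: 16 min reaction at room temperature | Detection: Fluorescence, excitation 544 nm and emission 590 nm | Evaluation: Higher resorufin formation from activation or reduction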
TNAP inh no acc: TNAP (human) inhibition, acceptor-free conditions. P05186. purified TNAP, CDP-star luminescence, 30 min. AID 1012. 200,000 compounds, 0.26% hits. inhibition, % at 20 µM;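 active = tissue-nonspecific alkaline phosphatase inhibition above about 50% at 20 µM in the single-dose screen, limit read from the data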;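 note: 0% = DMSO negative control and 100% = EDTA positive control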
G6PDH CS: counter-screen for G6PDH assay hits: L. mesenteroides G6PDH inhibition | Purified L. mesenteroides G6PDH, diaphorase/resazurin coupled fluorescence, 45 min | inhibition, % at 5 µM | 200,000 compounds, 0.12% hits | AID 1020; in the data active = inhibition above about 50%
FLuc stim CS: affects firefly luciferase, flagging false hits in luciferase stimulation screens | P08659 | ATPlite luciferase biochemical, luminescence, 10 min; 0 = ATP-free wells, 1 = DMSO control | activation factor at 10 µM | 200,000 tested, under 10 active | AID 1027;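 active = luciferase activation factor, scaled between plate controls, of at least 2 with compound at 10 µM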
Target sequence (P08659 whole entry, looked up): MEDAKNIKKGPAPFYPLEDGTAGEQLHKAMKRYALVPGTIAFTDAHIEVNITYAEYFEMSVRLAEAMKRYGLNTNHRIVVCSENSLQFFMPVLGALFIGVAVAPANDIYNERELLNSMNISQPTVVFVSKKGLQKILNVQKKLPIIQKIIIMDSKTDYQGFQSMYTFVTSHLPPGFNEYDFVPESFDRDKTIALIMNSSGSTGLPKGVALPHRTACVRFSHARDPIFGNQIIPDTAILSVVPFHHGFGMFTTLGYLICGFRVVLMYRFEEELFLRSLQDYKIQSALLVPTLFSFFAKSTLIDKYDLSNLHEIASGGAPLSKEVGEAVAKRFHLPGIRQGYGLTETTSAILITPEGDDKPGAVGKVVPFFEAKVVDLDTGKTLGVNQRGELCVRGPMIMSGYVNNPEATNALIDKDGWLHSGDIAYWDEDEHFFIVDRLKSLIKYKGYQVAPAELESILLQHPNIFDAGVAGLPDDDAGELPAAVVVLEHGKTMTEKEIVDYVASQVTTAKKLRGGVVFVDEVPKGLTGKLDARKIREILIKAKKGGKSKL
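System: cell-free luciferase reagent; medium: PBS as buffer for the ATP substrate; doses: test compounds dosed from 2 mM stocks in 100% DMSO; incubation: 10 min, room temperature; measured by: luminescence from luciferase reaction; read-out: luciferase activation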
* marks the source's active call; other numbers are inactive results; nt = not tested or not shown.

SMILES	PMI act satM6P	TNAP inh hi DEA	Diaphorase inh	PMI activator	TNAP act hiacc	Efa HMGR inh	Diaph act CS	TNAP inh no acc	G6PDH CS	FLuc stim CS
O=C(N/N=C/c1ccc(Cl)cc1)C(=O)N1CCCCCC1	nt	0	nt	nt	1	-8	nt	-2	19	0.9
COC(=O)c1ccc2c(=O)n(CCCCCC(=O)NCc3ccc4c(c3)OCO4)c(=O)[nH]c2c1	0.9	-1	1	0.9	1	0	1	-5	3	1
CCOC(=O)Cc1csc(NC(=S)NC(=O)c2cccc([N+](=O)[O-])c2)n1	1	6	27	1	0.9	2	0.7	12	-2	0.9
Cc1ccc(C(NC(=O)NC(C)c2ccccc2)C(Cl)(Cl)Cl)cc1F (stereo not drawn)	0.8	-9	24	0.8	1.1	-13	0.8	-65	-3	1.1
O=[N+]([O-])c1ccccc1S(=O)(=O)Oc1ccccc1/C=N/n1cnnc1	1	-8	17	1	1.1	-1	0.8	-11	-6	1.1
CCOc1cc(C(=O)O)cc(Cl)c1OC	1.2	-1	1	1.1	1	-3	1	-7	2	1
COC(=O)C(Cc1ccccc1)NC(=S)NC(=O)c1ccccc1 (stereo not drawn)	1	-2	15	0.9	1	1	0.8	-7	8	1
CC1CCN(c2cc(N3CCOCC3)c([N+](=O)[O-])cc2F)CC1	0.8	8	14	0.9	0.9	-1	0.9	9	7	1
Nc1ccc2c(c1)C(=O)Cc1ccccc1S2	0.8	-8	19	1	1.1	-2	0.8	-6	6	1.1
O=C(N/N=C/c1cccs1)C1CC(=O)N(c2ccccc2)C1 (stereo not drawn)	1	-1	6	1	1	-1	0.9	-8	1	1
Cc1ccc(-n2c(N)c(C(N)=O)sc2=S)cc1	1.1	-2	0	0.5	1	0	1	-15	6	1
O=C(NCc1cccs1)C1CC(=O)N(C2CCCC2)C1 (stereo not drawn)	0.9	-4	-5	1	1	-2	1	-11	-6	1.1
CC(C)C(=O)Nc1nnn(C)n1	1	1	4	1	1	-1	1	6	10	1.1
CC1=C(C(=O)OCc2ccccc2)C(c2cccnc2)n2nnnc2N1 (stereo not drawn)	1	-7	12	1	1.1	2	0.9	-11	13	1
CCOc1cc(S(=O)(=O)N(CC)CC)ccc1Cl	1	-4	-10	1	1	-4	1.1	-9	6	1
O=C1CC(NNc2ccccc2)C(=O)N1c1cccc(Cl)c1 (stereo not drawn)	2*	2	3	1.3	1	-10	1	-7	2	1.1
CCOC(=O)N1CCC(N2Cc3cccc(C(=O)N4CCN(c5cccc(Cl)c5)CC4)c3C2=O)CC1	1	3	6	1	1	-7	0.9	-2	3	1
CC1=NOC(=O)/C1=C\c1ccc(-c2ccccc2Br)o1	0.6	1	28	0.6	1	1	0.7	-6	2	1
CCOC(=O)c1cnn(-c2nc3c(C)cccc3s2)c1C	0.9	-3	20	0.9	1	-5	0.8	-8	2	1.1
O=C(NCc1ccccc1)Nc1cccn(Cc2ccccc2)c1=O	0.9	0	7	0.8	1	2	0.9	-14	-6	0.7
Cc1cc(NC(=O)c2ccc3nc(-c4ccccc4)c(-c4ccccc4)nc3c2)no1	0.9	-2	9	1	1	-4	0.9	-7	-29	1.1
COc1ccc(Br)cc1CNC(=O)CCCc1cn(C)c2ccccc12	0.9	-7	22	0.9	1.1	0	0.8	-22	17	1.1
O=C(CC(O)(c1ccccc1)C(F)(F)C(F)F)c1cccs1 (stereo not drawn)	1	-1	1	1	1	-5	1	-9	-1	1
Cc1ccc(Nc2cnn(C34CC5CC(CC(CC(=O)O)(C5)C3)C4)c(=O)c2Cl)cc1C	1.1	-5	4	1.1	1	0	1	-18	2	1
O=C(Nc1ccccc1N1CCCC1)c1cccnc1	2.1*	0	14	1.6	1	1	0.9	-8	5	1
Cc1ccc(CNC(=O)CCNS(=O)(=O)c2ccc3c(c2)c(=O)n(C)c(=O)n3C)cc1	1	-1	10	1	1	-7	0.9	-7	4	1.1
C=CCn1c(SCC(=O)O)nnc1-c1cccs1	0.9	-2	15	0.9	1	3	0.9	-9	2	1
CCOC(=O)Cc1csc(N(C)C)n1	1.1	0	0	1.1	1	-1	1	-10	-2	1
CCNc1nc(C(=O)O)nc(N2CCOCC2)n1	1	-4	16	1	1	-6	0.8	5	9	1.1
CCn1cc(C(=O)NC(=S)Nc2sc3c(c2C(=O)OC)CCCCCC3)cn1	1.1	-1	-10	1	1	5	1.1	-7	-3	1
Cc1ccccc1OCC(=O)NN1CCN(C)CC1	0.9	-4	16	0.9	1	1	0.8	-12	-3	1
CC(C)C(NC(=O)c1cccnc1)C(=O)O (stereo not drawn)	1.1	-1	6	1	1	0	0.9	-1	11	1.1
COC(=O)c1nn(-c2ccc(OC)cc2)c(=O)cc1NN	0.7	3	26	1.1	1	-1	0.7	5	3	1
CCN(CC)S(=O)(=O)c1ccc(Cl)c(NC(=O)COc2ccccc2[N+](=O)[O-])c1	1	4	9	1	1	0	0.9	-8	4	1
CCOC(=O)CSc1nnc2cc(C)c3ccccc3n12	1	0	6	1	1	3	0.9	-8	10	1
CC1(C)CC2CC(C)(CN2C(=O)c2ccc([N+](=O)[O-])cc2[N+](=O)[O-])C1 (stereo not drawn)	1	5	6	1.1	1	-6	0.9	-7	2	1
O=C(c1cc(=O)c2ccccc2o1)N1CCN(c2ccccc2)CC1	1	-4	14	1.1	1	-6	0.9	0	8	1.1
O=C(Cn1nc(Cc2cccnc2)c2ccccc2c1=O)N1CCN(c2ccccn2)CC1	1	-2	2	1	1	-7	1	-9	3	1.1
CCOC(=O)C1CCCN(C(=O)/C=C/c2cc(OC)c(OC)c(OC)c2)C1 (stereo not drawn)	1.1	-5	-6	1.1	1	3	1.1	-5	5	1.1
Cc1cc(C)cc(OCC(=O)NNC(=O)c2cc3ccccc3o2)c1	0.9	3	11	0.9	1	3	0.9	-154	-1	1
FC(F)(F)c1ccc(N2CCOCC2)c(Nc2nc3ccccc3n3cnnc23)c1	0.8	1	31	0.7	1	-3	0.7	4	8	1
COC(=O)c1cccc(NS(=O)(=O)c2ccc(NC(C)=O)cc2)c1C	1.1	-1	9	1	1	-9	0.9	-11	1	1
CC(C)Cn1c(-c2ccc(C#N)cc2)nc2c1c(=O)[nH]c(=O)n2CC(C)C	1	-2	5	1	1	-2	0.9	-9	-1	1.1
O=C(CNC(=O)c1cccc(F)c1)OCC(=O)N1CCCc2ccccc21	1	-6	-3	1	1.1	5	1	-10	9	1
O=[N+]([O-])c1ccc(NNC(=S)Nc2ccc(F)cc2)cc1	1.2	14	24	0.9	0.9	-5	0.8	48	8	1

Another view of part of the listing above.
| molecule | PMI act satM6P | TNAP inh hi DEA | Diaphorase inh | PMI activator | TNAP act hiacc | Efa HMGR inh | Diaph act CS | TNAP inh no acc | G6PDH CS | FLuc stim CS |
| --- | --- | --- | --- | --- | --- | --- | --- | --- | --- | --- |
| CCOC(=O)CSc1nnc2cc(C)c3ccccc3n12 | 1 | 0 | 6 | 1 | 1 | 3 | 0.9 | -8 | 10 | 1 |
| CC1(C)CC2CC(C)(CN2C(=O)c2ccc([N+](=O)[O-])cc2[N+](=O)[O-])C1 (stereo not drawn) | 1 | 5 | 6 | 1.1 | 1 | -6 | 0.9 | -7 | 2 | 1 |
| O=C(c1cc(=O)c2ccccc2o1)N1CCN(c2ccccc2)CC1 | 1 | -4 | 14 | 1.1 | 1 | -6 | 0.9 | 0 | 8 | 1.1 |
| O=C(Cn1nc(Cc2cccnc2)c2ccccc2c1=O)N1CCN(c2ccccn2)CC1 | 1 | -2 | 2 | 1 | 1 | -7 | 1 | -9 | 3 | 1.1 |
| CCOC(=O)C1CCCN(C(=O)/C=C/c2cc(OC)c(OC)c(OC)c2)C1 (stereo not drawn) | 1.1 | -5 | -6 | 1.1 | 1 | 3 | 1.1 | -5 | 5 | 1.1 |
| Cc1cc(C)cc(OCC(=O)NNC(=O)c2cc3ccccc3o2)c1 | 0.9 | 3 | 11 | 0.9 | 1 | 3 | 0.9 | -154 | -1 | 1 |
| FC(F)(F)c1ccc(N2CCOCC2)c(Nc2nc3ccccc3n3cnnc23)c1 | 0.8 | 1 | 31 | 0.7 | 1 | -3 | 0.7 | 4 | 8 | 1 |
| COC(=O)c1cccc(NS(=O)(=O)c2ccc(NC(C)=O)cc2)c1C | 1.1 | -1 | 9 | 1 | 1 | -9 | 0.9 | -11 | 1 | 1 |
| CC(C)Cn1c(-c2ccc(C#N)cc2)nc2c1c(=O)[nH]c(=O)n2CC(C)C | 1 | -2 | 5 | 1 | 1 | -2 | 0.9 | -9 | -1 | 1.1 |
| O=C(CNC(=O)c1cccc(F)c1)OCC(=O)N1CCCc2ccccc21 | 1 | -6 | -3 | 1 | 1.1 | 5 | 1 | -10 | 9 | 1 |
| O=[N+]([O-])c1ccc(NNC(=S)Nc2ccc(F)cc2)cc1 | 1.2 | 14 | 24 | 0.9 | 0.9 | -5 | 0.8 | 48 | 8 | 1 |

More records
SMILES	PMI act satM6P	TNAP inh hi DEA	Diaphorase inh	PMI activator	TNAP act hiacc	Efa HMGR inh	Diaph act CS	TNAP inh no acc	G6PDH CS	FLuc stim CS
CCCC(=O)NC(C)C(c1cccs1)N1CCN(C)CC1 (stereo not drawn)	1	-2	7	0.9	1	-6	0.9	-13	-9	1
CCOC(=O)c1c(NC(=O)CSc2ncccn2)sc2c1CCN(Cc1ccccc1)C2	1	2	13	1	1	-1	0.9	-8	6	1
Cn1c(N)c(C(=O)COC(=O)CSc2ccc(Cl)cc2)c(=O)n(C)c1=O	0.8	2	12	0.9	1	2	0.9	0	16	1.1
CC(NC(=O)c1ccccc1)C(=O)N/N=C/c1ccccc1 (stereo not drawn)	1	0	2	0.9	1	2	1	-5	3	1
CCCC(=O)c1ccc(N2CCN(C(=O)c3ccccc3)CC2)c(F)c1	0.9	2	11	0.9	1	-6	0.9	-4	-2	1
CC1=C(C(=O)OCCOC(C)C)C(c2cc3c(cc2Br)OCO3)CC(=O)N1 (stereo not drawn)	1.1	-5	0	1.1	1	4	1	0	3	1.1
N#CC(Cc1ccc(OC(F)F)cc1)c1nc2ccccc2[nH]1 (stereo not drawn)	0.9	-3	15	0.9	1	1	0.8	-13	-49	0.7
CCNC(=S)N1CCN(c2ccccc2OCC)CC1	1	-2	5	1	1	0	0.9	-4	3	1
